RmlCD inh 1536: M. tuberculosis RmlC/RmlD inhibition; P9WH09+P9WH11; RmlC+RmlD coupled enzyme assay, percent inhibition; primary screen in compound mixtures; inhibition, % at 3.6 µM; 160,000 tested, 0.03% active; in the data active means inhibition mostly above about 34%, no sharp cut-off; inconclusive means no clear call, values can overlap the other calls; inactive means mostly below about 22%; further: some results filed as inactive read as strong as hits
Target sequence (P9WH09 whole entry, looked up): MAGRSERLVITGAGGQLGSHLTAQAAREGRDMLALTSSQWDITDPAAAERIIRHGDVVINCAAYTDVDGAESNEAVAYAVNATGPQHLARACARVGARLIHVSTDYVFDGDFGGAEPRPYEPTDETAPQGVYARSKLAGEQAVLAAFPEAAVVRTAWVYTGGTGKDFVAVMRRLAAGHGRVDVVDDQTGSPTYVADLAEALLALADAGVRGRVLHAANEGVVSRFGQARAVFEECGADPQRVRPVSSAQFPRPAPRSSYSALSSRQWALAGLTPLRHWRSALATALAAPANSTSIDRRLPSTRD
Target sequence (P9WH11 whole entry, looked up): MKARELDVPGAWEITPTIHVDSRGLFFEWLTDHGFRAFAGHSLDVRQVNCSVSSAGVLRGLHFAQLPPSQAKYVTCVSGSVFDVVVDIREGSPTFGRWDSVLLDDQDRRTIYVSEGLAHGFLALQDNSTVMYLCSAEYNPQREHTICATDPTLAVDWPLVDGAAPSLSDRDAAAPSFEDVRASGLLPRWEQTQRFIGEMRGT
M. tuberculosis GlmU: inhibition of mycobacterial GlmU enzyme – biochemical, glucosamine-1-phosphate acetyltransferase (AID 1376); M. tuberculosis GlmU acetyltransferase enzyme assay; higher % means a stronger effect; one-dose inhibition, %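 (tested at 30 µM in the primary screen)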; IC50 in µM for titrated hits; 220,000 tested, 0.25% active; in the data active means inhibition above about 13%; inconclusive means no clear call, values can overlap the other calls;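 further: 0% = complete reaction with vehicle and 100% = reaction without substrate; strong numbers were not always called active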
Numbers without * were called inactive; ? = inconclusive; . = no result given. A portion of the library; rates above refer to the full screens.

SMILES | RmlCD inh 1536 | M. tuberculosis GlmU
OC(COc1ccc2cc(Br)ccc2c1)CN1CCN(c2ccccn2)CC1 (stereo not given) | . | 0.1%
CCN(CC)CCCN1C(=O)C(O)=C(C(=O)c2cc3cccc(OC)c3o2)C1c1ccncc1 (stereo not given) | 10.5 | 3.2%
N#C/C(=C\c1ccccc1)C(=O)NC(=O)Oc1ccccc1 | 2.0 | 2.7%
COc1ccccc1NC(=O)CCC(=O)c1ccc(-c2ccccc2)cc1 | . | 0.8%
Cc1ccc(C(=O)O)cc1S(=O)(=O)N1CCOCC1 | 21.9 | 5.4%
CCCOC(=O)Nc1sc2c(c1C(N)=O)CCCC2 | 32.0 | -2.2%
COC(=O)Cc1c(C)c2ccc(OC(C)C)cc2oc1=O | -9.3 | 5.6%
CCOc1cccc(C(=O)Nc2ccc3oc(Cc4ccc(Cl)cc4)nc3c2)c1 | -8.9 | -0.7%
COC(=O)CN1C(c2ccc(OC)cc2)=Nc2ccc(Cl)cc2C1c1ccccc1 (stereo not given) | 51.1 | -5.4%
CC1CCCCN1C(=O)COc1ccc2ccc(=O)oc2c1 (stereo not given) | 12.3 | -3.3%
COc1ccc2c(c1O)-c1ccccc1CCN(C)C2 | 7.0 | 3.3%
COc1cccc2cc(C(N)=O)/c(=N/NC(=O)COc3ccc(Cl)cc3)oc12 | 4.4 | 2.4%
CC(=O)OCc1c(COC(C)=O)[n+](=O)c2ccccc2n1[O-] | 1.3 | 4.4%
CN(CCC#N)C(=O)Cn1nc(Cc2ccncc2)c2ccccc2c1=O | . | -1.3%
CCOc1cc(C(=S)N2CCOCC2)ccc1O | . | 3.9%
O=C(NC1CCCCC1)C(c1ccc2ncccc2c1)N(Cc1cccs1)C(=O)c1cccs1 (stereo not given) | ? | 4.5%
CCOC(=O)Cc1csc(NC(=O)c2cc(OC)cc(OC)c2)n1 | . | 1.2%
CCOC(=O)N1CCN(C(=O)C2CCN(S(=O)(=O)c3ccc(F)cc3)CC2)CC1 | -0.3 | -0.3%
COc1ccc(-c2csc(NC(C)c3nc4cc(Cl)c(Cl)cc4n3CCCO)n2)cc1 (stereo not given) | . | -1.6%
Cc1ccc(COCCN2CCN(S(=O)(=O)c3ccc(C)cc3)CCC2=O)cc1 | . | 1.2%
Cn1c(=O)c2c(SCc3ccccc3)nc(C3CC3)nc2n(C)c1=O | 11.0 | -8.4%
Cc1ccc(N(CC(=O)N/N=C/c2cccs2)S(C)(=O)=O)cc1 | 2.9 | 2.5%
CCN(C(=O)c1cn(C)c(=O)c2cc(OC)c(OC)cc12)c1cc(C)ccc1C | . | -0.2%
CCc1cc(C(=O)NNC(=S)NC(C)c2ccccc2)cs1 (stereo not given) | . | 6.4%
O=C(O)Cn1cc(/C=C2\C(=O)NC(=O)N(Cc3ccco3)C2=O)c2ccccc21 | 4.3 | 10.2%
CCCCNC(=O)C1(NC(=O)Nc2ccc(C)cc2)CCCCC1 | -9.7 | 0.4%
O=C(CSc1nc2ccccc2s1)N/N=C/c1ccco1 | 3.5 | 5.3%
Cc1cc(N2CCN(c3cccc(C(F)(F)F)c3)CC2)n2ncnc2n1 | -9.8 | -1.5%
CC1CCN(c2ccc(C(=O)O)cc2)CC1 | -6.5 | 0.2%
O=C(NNc1c(Cl)cncc1Cl)c1cccs1 | . | -5.4%
COc1cccc(/C=N/N2C(=O)CSC2=S)c1O | . | 5.2%
COc1ccccc1-c1nnc(Sc2nc([N+](=O)[O-])nn2C)o1 | 5.4 | -5.1%
COc1ccc(C2N(C(=O)CN3CCOCC3)CCN2S(=O)(=O)c2ccccc2)cc1 (stereo not given) | -12.4 | 5.9%
CCCC(=O)C1=C(O)C(c2cccc(Oc3ccccc3)c2)CCC1=O (stereo not given) | 17.4 | -6.6%
Cn1cnnc1SCc1ccccc1 | 10.3 | .
O=C(Oc1ccc(Cl)cc1)c1ccc(N2CCOCC2)c([N+](=O)[O-])c1 | 0.7 | -3.0%
COc1ccc2[nH]c3c(=O)n(/N=C/[C@H]4C(C)C=C(C)CC4C)c(=O)[nH]c3c2c1 (stereo not given in full) | . | -5.8%
COc1ccc(/C=N/NC(=S)Nc2ccccc2)cc1COc1cccc(C)c1C | . | 0.8%
Cc1nc(C)c(C(=O)Nc2cccc(Cl)c2)o1 | 10.4 | 3.3%
CC(=O)Oc1ccc2c(=O)c(-c3ccccc3)coc2c1 | 3.8 | -7.7%
CCC(CC)C(=O)c1c[nH]c(C(=O)NCc2ccco2)c1 | -6.2 | 1.0%
C=CCOc1nc2c(c(=O)n(C)c(=O)n2C)n1Cc1ccc(Cl)cc1 | -4.9 | -6.0%
c1ccc(Nc2cc(Nc3ccccc3)[nH]n2)cc1 | . | 2.4%
O=C(Nc1nccs1)C(c1ccccc1)N1CCCCC1 (stereo not given) | -8.6 | -0.2%
CC(CC(=O)O)CC(=O)Nc1ccccc1C(=O)O (stereo not given) | 10.9 | 7.3%
COCCCn1c(SCC(=O)n2c(C)c(C)c3ccccc32)nnc1-c1ccoc1C | 5.7 | -0.5%
N#Cc1ccc(Oc2nc(C#N)cc(-c3ccccc3)n2)cc1 | 11.7 | 0.9%
O=C1OCC(CO)(CO)N=C1NNc1ccccc1Cl | 0.8 | -1.8%
O=C(NCc1ccc2c(c1)OCO2)C1CCN(S(=O)(=O)c2cccc3nsnc23)CC1 | 3.8 | .
COC(=O)c1ccc(NC(=S)Nc2ccc3ccccc3c2)cc1 | 10.5 | -3.3%
Other results follow.
SMILES | RmlCD inh 1536 | M. tuberculosis GlmU
CN(C)c1ccc(C(=S)N2CCCCC2)cc1Br | -9.0 | -2.3%
Cc1sc2nc(N)sc2c1C | -3.5 | -1.4%
COC(=O)CN(CCc1ccccc1)S(=O)(=O)c1ccc(OC)c(OC)c1 | -5.8 | -0.6%
Cc1[nH]c2ccccc2c1/C=N/n1cnnc1 | 16.5 | -2.8%
Cc1ccc(C(=O)Nc2cccc(Oc3ccccc3)c2)o1 | -2.7 | .
Cc1cc(Cl)ccc1C(=O)C1CCCN(Cc2ccon2)C1 (stereo not given) | 7.4 | -2.1%
CNC(=O)NC(=O)C(C)OC(=O)c1oc2ccccc2c1CSc1ccc(Cl)cc1 (stereo not given) | 3.9 | 3.6%
O=C(OCc1ccccn1)c1ccc(COc2ccc3ccccc3c2)o1 | . | -0.2%
Cc1cccc(NC(=O)CS(=O)(=O)c2cn(C)c3ccccc23)c1C | 7.2 | -6.6%
Cn1c(C(O)C(O)c2ccccc2)nc2ccccc21 (stereo not given) | -11.5 | -1.5%
O=[N+]([O-])c1ccc2nc(-c3ccccc3[N+](=O)[O-])[nH]c2c1 | -7.4 | -2.4%
O=C(CC(NC(=O)c1ccccc1)c1ccccc1)Nc1cccc2ccccc12 (stereo not given) | -10.9 | 2.1%
C=CC[N+](C)(C)CC(=O)OCc1ccccc1 | -0.4 | 1.3%
CCCN1C(=O)/C(=C\C=C2/Sc3ccccc3N2CC)SC1=S | 3.5 | 3.8%
CNC(=S)NNC(=O)c1ccc(=O)n(Cc2cccc(C(F)(F)F)c2)c1 | -6.2 | -3.0%
Nc1c(C(=O)O)cnn1-c1ccccc1 | . | -2.7%
O=C(COC(=O)C1(c2ccc(F)cc2)CCCC1)N1CCc2ccccc21 | . | -0.9%
Cc1cccc2c(=O)c(C(=O)N3CCCCCC3)c[nH]c12 | . | 2.8%
CC(OC(=O)Cc1coc2cc3c(cc12)CCC3)C(=O)NC(N)=O (stereo not given) | 9.7 | -3.4%
CCOC(=O)c1c(-c2ccc(Cl)cc2)csc1NC(=O)CNCc1ccco1 | 27.8 | -2.3%
CCOC(=O)C(C)S(=O)(=O)c1ccc(C(F)(F)F)cn1 (stereo not given) | -10.4 | -0.3%
O=C(COC(=O)C1CCN(S(=O)(=O)c2cccs2)CC1)c1ccc2c(c1)OCCO2 | . | 0.6%
CCCC(=O)NNC(=O)c1c(O)c2ccccc2[nH]c1=O | -14.1 | -2.0%
CCCC(=O)C1=C(O)C(C(=O)OC)C(C)(C)CC1=NCCCCCC(=O)O (stereo not given) | 4.1 | 2.8%
O=C(NCc1ccccc1)C(c1ccc(F)cc1)N(Cc1ccco1)C(=O)c1ccccn1 (stereo not given) | . | -4.2%
N#Cc1ccc(C(=O)CSc2n[nH]c(=O)n2Cc2ccco2)cc1 | -12.3 | 2.5%
COC(=O)CCC(=O)N1CCCC(CO)(Cc2ccccc2)C1 (stereo not given) | 5.4 | 1.7%
COc1ccc(NC(=O)CN2C(=O)CSC(C)C2=O)cc1 (stereo not given) | 22.4 | 1.2%
CCN(CC)c1ccc(/C=N/Nc2nc(C)cc(C)n2)cc1 | . | -7.2%
N/C(=N\OCc1ccc([N+](=O)[O-])cc1)c1ccccn1 | -16.1 | 7.0%
C=C1CC(C)OC(c2ccccc2OCC(O)CN2CCCCC2)C1 (stereo not given) | 1.9 | -1.7%
CC(C)NC(=O)C1CCN(C2CCN(CC3CC=CCC3)CC2)CC1 (stereo not given) | 11.5 | -7.5%
Cc1oc2cc(O)ccc2c(=O)c1-c1nncn1-c1ccccc1 | -12.8 | 0.6%
CC(C)OP(=O)(OC(C)C)C(NC(=O)c1cccc([N+](=O)[O-])c1)C(N)=O (stereo not given) | 9.7 | -3.6%
OCCN(CCO)c1ncnc2c1oc1ccc(Br)cc12 | . | -0.4%
COc1ccc(-n2c(SCC(=O)Nc3ccccc3)nnc2-c2ccoc2C)cc1 | . | 1.1%
COc1ccc(NS(=O)(=O)c2cccc(C(=O)NNC(=O)c3cc(C)oc3C)c2)cc1 | 8.0 | -1.2%
NC(=O)NCC1CC1 | . | 1.7%
CCCN1Cc2cccc(C(=O)Nc3ccc(S(=O)(=O)N4CCCCCC4)cc3)c2C1=O | -16.2 | 0.3%
C/C(=N\Nc1ccc([N+](=O)[O-])cc1)c1cccc(N)c1 | 0.7 | -4.8%
O=C(Nc1ccccc1)c1cnc(-c2ccccc2)nc1-c1ccccc1 | 10.1 | -3.6%
COc1ccc(CCN2C(=O)CC(NNC(=O)c3ccc(F)cc3)C2=O)cc1OC (stereo not given) | 1.6 | -0.2%
Cc1ccc(-c2ccc(CCC(=O)O)n2CC(=O)O)cc1 | 6.9 | -1.7%
CN(C)c1ccc(/C=N/NC(=O)CCCCCNC(=O)c2ccccc2)cc1 | 12.1 | .
O=C(Nc1nc(-c2cc(F)ccc2F)cs1)c1ccccn1 | . | -0.1%
COc1cc(NC(=S)NCc2ccco2)c(OC)cc1Cl | -4.8 | -6.6%
COc1ccccc1NC(=S)N1CCC(c2nc3cc(C)c(C)cc3[nH]2)CC1 | -3.7 | 4.2%
COc1ccc(CNC(=O)c2cc3c(=O)n4ccccc4nc3n(CC3CCCO3)c2=N)cc1 (stereo not given) | . | -3.7%
COc1ccc(CCN(C(=O)c2ccco2)C(C(=O)NC2CCCC2)c2ccncc2)cc1OC (stereo not given) | 2.1 | 7.2%
Cc1cc(C(=O)c2ccccc2)c(NC(=O)CN2CCOCC2)s1 | . | 1.7%
(next part)
SMILES | RmlCD inh 1536 | M. tuberculosis GlmU
CCn1c(SCC(=O)Nc2nc3ccccc3s2)nc2c(c1=O)SC(C)C2 (stereo not given) | 4.8 | 5.5%
C/C(=N/NC(=O)c1ccc(Br)o1)C(C)C | -10.2 | -2.4%
O=C(O)c1ccccc1C(=O)NCCc1c(C(=O)O)[nH]c2ccc(F)cc12 | -8.6 | -1.9%
CC(=O)c1ccc(N(C(=O)Cc2c[nH]c3ccccc23)C(C(=O)NC2CCCCC2)c2cccs2)cc1 (stereo not given) | . | -0.2%
CCOc1ccc(NS(=O)(=O)c2cc(NC(=O)c3ccc(C)cc3)ccc2Cl)cc1 | 11.1 | 2.1%
O=C(C1CC(c2cccc(Br)c2)=NO1)N1CCc2ccccc2C1 (stereo not given) | -1.9 | 0.9%
CCOc1ccc(OCCCCN(C)C)cc1 | . | -1.8%
CC1(C)CNC(=O)c2sc(NC(=O)c3ccccc3Cl)nc2C1 | . | -0.2%
Cc1ccc2c(c1)C(c1ccncc1)=NNC(c1cccnc1)=N2 | -0.1 | -1.8%
O=C(CN(Cc1ccco1)C(=O)c1cc(=O)[nH]c2ccccc12)Nc1ccccc1C(F)(F)F | 4.7 | -1.6%
Cc1[nH]cnc1CSCc1ccc(Cl)cc1 | 6.8 | -4.5%
COc1ccc(CNC(=O)c2n[nH]c3ccccc23)cc1OC | 7.8 | -3.8%
CCOC(=O)C(=O)Nc1nnc(SCc2ccc(F)cc2)s1 | 5.9 | -3.6%
Cc1cc(C)cc(OCC(=O)Nc2ccc(N3CCCC3)cc2)c1 | -12.7 | 3.8%

High-throughput results as filed in PubChem.
